GLP1R ag: GLP-1 receptor (human) agonism | P43220 | HEK293 GLP-1R CRE-luciferase, luminescence, 4-6 h; cells express a hypersensitive GLP-1R form | Potency, µM (highest dose often 45.6 µM), for inactives: top-dose activation, hits mostly activators | actives 0.007% (n = 380,000); also: potency is read from the fitted curve at half-maximal effect; % of control where 0% means no effect
EPAC1 antag: blocks human EPAC1 exchange factor. actives 0.14% (n = 360,000). Potency, µM (highest dose often 115 µM), without a hit: top-dose activity change, negative = inhibition, hits mostly inhibitors. EPAC1 GEF assay, Rap1b-BODIPY-GDP exchange fluorescence. O95398;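 also: potency is read from the fitted curve at half-maximal effect; plate controls were vehicle for no effect and positive control for full effect; nearly all actives have a fitted effect of over 50% in size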
PTHR1 ag: PTHR1 (human) receptor agonism; Q03431; HEK293 GP2 PTHR1 cells, GloSensor cAMP luminescence, 1 h; Potency, µM (top dose mostly 115 µM), without a hit: at the highest dose activation, actives largely listed as activators; actives 0.075% (n = 410,000); AID 743266; also: potency is read from the fitted curve at half-maximal effect; nearly all actives have a fitted effect of over 55% in size; some results filed as inactive show a strong effect at the top dose; inactives centre near -15; many of its hits are not listed in these tables
Target sequence (Q03431 whole entry, looked up): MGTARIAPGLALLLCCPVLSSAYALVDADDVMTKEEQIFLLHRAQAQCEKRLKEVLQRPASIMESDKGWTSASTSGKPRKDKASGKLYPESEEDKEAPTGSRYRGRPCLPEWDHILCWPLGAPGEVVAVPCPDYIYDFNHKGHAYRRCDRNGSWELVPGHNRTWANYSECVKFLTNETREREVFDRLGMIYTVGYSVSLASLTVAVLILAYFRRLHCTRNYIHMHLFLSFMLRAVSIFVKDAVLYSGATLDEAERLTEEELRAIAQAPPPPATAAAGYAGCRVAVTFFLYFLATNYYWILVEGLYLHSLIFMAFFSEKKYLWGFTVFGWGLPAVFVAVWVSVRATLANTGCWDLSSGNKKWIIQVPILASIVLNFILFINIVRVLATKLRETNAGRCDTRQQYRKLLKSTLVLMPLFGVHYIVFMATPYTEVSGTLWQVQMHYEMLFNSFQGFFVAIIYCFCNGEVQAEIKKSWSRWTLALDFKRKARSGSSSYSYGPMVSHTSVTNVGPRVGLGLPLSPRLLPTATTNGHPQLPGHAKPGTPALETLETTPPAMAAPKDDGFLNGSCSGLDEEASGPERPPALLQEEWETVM
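HEK-293-derived GP2 cells expressing PTHR1 and a GloSensor cAMP reporter, 3,000/well, plated overnight, given luciferin plus IBMX (each 0.5 mM as added) for 1 h at 37 °C, then compound for 1 h at 37 °C. Luminescence was read after 15 min at room temperature.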
HEK293 tox: cytotoxicity in counter-screen for GLP-1R inverse agonists; actives 0.13% (n = 410,000); AID 624418; Potency, µM (series often up to 38.3 µM), for the others: at the top dose activity change, negative = inhibition, actives largely listed as inhibitors; HEK293 cAMP-luciferase reporter cells, luminescence, 24 h;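 also: loss of luciferase light is scored as toxicity; potency is read from the fitted curve at half-maximal effect; % is scaled to controls: 0 for no effect and ±100 for the full control effect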
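A 23 nL compound transfer followed 12 hours of cell culture at 37 deg C; exposure then lasted 24 hr. Luciferase assay detection reagent was dispensed and plates read for luminescence after a 12 min room-temperature wait.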
PLK1 PBD block: inhibitors of human PLK1 polo-box domain binding. AID 720504. Plk1 PBD binding of FITC phosphopeptide, fluorescence polarization. Potency, µM, for inactives: max response, negative = inhibition, most hits filed as inhibitors. actives 2.8% (n = 360,000). P53350; also: potency is read from the fitted curve at half-maximal effect; series mostly up to about 57 µM; % is scaled to controls: 0 for no effect and ±100 for the full control effect; nearly all actives have a fitted effect of over 65% in size
GLP-1R inv ag: acts as inverse agonist at human GLP-1 receptor; P43220; HEK293 GLP-1R CRE-luciferase, luminescence, 24 h; GLP-1R form is constitutively active; Potency, µM (top dose mostly 38.3 µM), for inactives: at the top dose activity change, negative = inhibition, most hits filed as inhibitors; actives 1.6% (n = 410,000); AID 624417; also: potency is read from the fitted curve at half-maximal effect; % is scaled to controls: 0 for no effect and ±100 for the full control effect; nearly all actives have a fitted effect of over 55% in size
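Cells are plated, allowed 12 hours at 37 deg C, then treated with compounds for 24 hr before luciferase detection reagent is added and luminescence is read after 12 min at room temperature. The HEK293 line carries constitutively active GLP-1R with a cAMP-responsive reporter.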
PI5P4K alpha inh: blocks human PI5P4K alpha kinase activity; P48426; PI5P4Kalpha enzyme, ADP-Glo luminescence, 60 min; hits give low values; max response, %; actives 1.2% (n = 330,000); active = max response of -50% or lower; inconclusive = between -30% and -50%; inactive = -30% or higher; also: value at the top dose of about 77 µM; % is scaled to controls: 0 for no effect and ±100 for the full control effect
Target sequence (P48426 whole entry, looked up): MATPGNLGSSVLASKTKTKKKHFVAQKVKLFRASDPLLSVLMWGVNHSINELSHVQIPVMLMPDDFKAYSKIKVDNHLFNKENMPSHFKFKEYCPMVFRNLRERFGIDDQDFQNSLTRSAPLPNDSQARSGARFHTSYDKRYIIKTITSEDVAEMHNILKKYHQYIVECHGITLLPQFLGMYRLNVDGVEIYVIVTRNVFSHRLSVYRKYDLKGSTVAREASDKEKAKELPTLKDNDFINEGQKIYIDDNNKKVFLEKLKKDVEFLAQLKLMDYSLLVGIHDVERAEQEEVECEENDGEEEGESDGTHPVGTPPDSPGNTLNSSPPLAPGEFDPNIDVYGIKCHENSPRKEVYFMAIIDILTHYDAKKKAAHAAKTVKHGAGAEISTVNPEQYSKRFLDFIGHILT
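Controls without substrate or without enzyme flank wells where PI5P4Kalpha converts substrate using 5 microM ATP (final). Incubation lasts 60 minutes at room temperature; ADP formed is read by ADP-Glo luminescence.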
IL-2 act: activators of IL-2; actives 0.065% (n = 360,000); activation, % (series mostly up to about 46 µM); IL-2 activation reporter assay, cell-based qHTS; stimulated with anti-CD3/CD4/CD28 beads; in transgenic mouse T cells; AID 652025; in the data active = activation above about 50%; inconclusive = mostly about 30% to 49%; also: 0% is about no effect
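First, unstimulated transgenic mouse T cells were exposed to compound for 60 min. Next, anti-CD3/anti-CD4-coated beads with anti-CD28 were added. Finally, after 18 h at 37 degrees C, EGFP and DsRed were imaged.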
EPAC1 ag: EPAC1 (human) agonism | Potency, µM (top dose mostly 154 µM), for the others: at the highest dose activation, most hits filed as activators | actives 0.073% (n = 360,000) | EPAC1 agonist qHTS, biochemical assay; response scale: 100% = response to 6.5 mM cAMP | AID 720707 | O95398; also: potency is read from the fitted curve at half-maximal effect; nearly all actives have a fitted effect of over 60% in size
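EPAC1 100 nM, Rap1B–BODIPY-GDP 250 nM, unlabeled GDP 50 uM; compound titration; 5 min RT; kinetic read ex480/em540 at 5-min intervals ×30 min; data normalized to 6.5 mM cAMP agonist control.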
An asterisk follows results filed as active; i = inactive; ? = inconclusive; . = not tested or not shown; [ ] = remark or other dose. Unless noted, calls follow the shape of the dose curve; as a rule, active = well fitted curve in the direction sought with a large enough effect; inconclusive = small, poorly fitted or top-dose-only effect, or another doubt; inactive = no such curve, though single readings can be large; an effect the other way counts as inactive or inconclusive. This is a subset; rates above refer to the full screens.

SMILES	GLP1R ag	EPAC1 antag	PTHR1 ag	HEK293 tox	PLK1 PBD block	GLP-1R inv ag	PI5P4K alpha inh	IL-2 act	EPAC1 ag
CCOc1cccc(=O)c2c(C)n(Cc3ccccc3)c(C)c12	6.8%	0.7%	i	3.3%	-4.8%	5.0%	-16.5	0.0	-2.2%
CCCCCCn1c(C)nc2c(c1=O)c1nc3ccccc3nc1n2/N=C/c1ccco1	-5.4%	-1.1%	-7.8%[57.5 µM]	-28.6%	-13.3%	0.0%	?	-2.1	4.3%
COc1ccc(C2CC(c3cccs3)=NN2C(=O)CN2CCCCC2)cc1 (stereo not drawn)	3.9%	-23.5%	i	2.8%[7.66 µM]	-4.5%	-4.2%[7.66 µM]	3.8	1.3	-19.9%
O=C(O)/C=C/C(=O)Nc1ccc(F)cc1F	-4.2%	-11.0%	-17.7%[57.5 µM]	-22.1%	1.7%	0.0%	.	-0.8	-0.6%
CN(C)C(=O)c1cn(CCC#N)nc1-c1ccc2ccccc2c1	-0.8%	24.7%	i	-8.5%	-14.4%	3.9%	5.3	-2.3	-0.4%
O=C(c1ccccc1)N1CCN(S(=O)(=O)N2CCCCC2)CC1	-1.0%	0.5%	i	2.8%	-4.0%	-11.2%	0.1	-0.5	6.5%
Cc1ccccc1OCC(=O)OCC(=O)c1c[nH]c2ccccc12	13.1%	-7.6%	i	-11.2%	4.5%	-7.7%	3.2	0.1	-7.2%
CC(C)(C)C(=O)C(Cc1ccccc1Cl)n1cncn1 (stereo not drawn)	-3.8%	1.0%	-34.7%[inhibitor]	-17.0%	0.1%	-21.7%	-6.9	-1.6	4.1%
Cc1cccc(CSc2nnc(C)c(=O)n2N)c1	0.7%	-4.1%	i	11.1%	-4.2%	-0.2%	1.6	0.0	13.6%
COc1ccc(OC)c(S(=O)(=O)Nc2ccccc2C(=O)O)c1	-16.7%	-2.1%	-17.9%[57.5 µM]	5.7%	-7.7%	2.8%	-1.2	-1.3	-2.0%
Cc1ccc(OCC(=O)Nc2cc(NC(=O)COc3ccc(C)cc3)cc(C(=O)O)c2)cc1	-6.4%	-17.3%	-22.5%	-26.4%	-2.7%	6.1%	5.3	0.4	-5.1%
COc1ccc(NC(=O)CN(C)CC(=O)Nc2cccc(C(F)(F)F)c2)cc1	-22.9%	-3.4%	i	8.6%	-23.4%	?	6.6	0.0	2.8%
N#Cc1nc(-c2ccco2)oc1N1CCN(c2ccccc2)CC1	9.8%	-4.0%	i	-4.5%	-0.6%	17.0%	-1.1	-0.1	7.9%
Cc1nc(C(F)(F)F)ccc1C(=O)NCC(O)c1ccccc1 (stereo not drawn)	-3.0%	4.5%	i	21.8%	-8.4%	7.9%	2.6	0.4	-12.8%
CNC(=O)c1c(NC(=O)c2ccc(S(=O)(=O)N(C)c3ccccc3)cc2)sc2c1CCN(C(C)C)C2	1.4%	6.7%	-3.0%	20.8%	-6.4%	-3.0%	-2.2	62.1*	12.2%
CC1(c2ccc3ccccc3c2)NC(=O)N(CC(=O)N2CCN(Cc3ccccc3)CC2)C1=O (stereo not drawn)	1.2%	13.8%	-85.1%[inhibitor]	2.6%	-4.3%	?	1.3	-0.2	6.1%
CC(O)Cn1c(N2CCCC2)nc2c1c(=O)n(C)c(=O)n2C (stereo not drawn)	8.9%	3.6%	-44.5%[inhibitor]	1.2%	1.9%	6.5%	-0.2	0.0	19.0%
C=CCn1c(SCCC)nc(O)cc1=O	-6.3%	1.4%	i	2.3%	-4.0%	-0.6%	.	-2.3	3.6%
O=S(=O)(Nc1ncccc1O)c1ccc(Cl)cc1	-9.0%	11.4%	i	-9.5%	-1.2%	0.0%	.	-1.1	-6.6%
Cn1c(CNc2ccc(F)cc2)nnc1SCC(=O)NNC(=O)Cc1ccccc1	4.9%	-0.2%	i	0.0%	-2.2%	4.5%	-0.2	-2.5	-3.1%
Clc1ccc(-c2csc3ncnc(N4CCc5ccccc5C4)c23)cc1	1.7%	3.2%	-16.5%	-27.2%	-6.4%	-18.2%	2.3	1.5	13.1%
Nc1nc(CN2CCN(Cc3ccccc3)CC2)nc(Nc2ccccc2)n1	7.2%	14.0%	-1.6%[57.5 µM]	-4.3%	-2.4%	0.0%	.	1.6	-5.6%
CSc1nnc(-c2ccc(C(F)(F)F)nc2C)o1	6.5%	0.7%	i	9.1%	-5.3%	33.6%	3.3	-2.8	-0.4%
CC1(C)Cc2c(ccc3ccccc23)-c2nnc(-c3cccnc3)n21	-4.0%	6.3%	-22.8%	-5.9%	-2.8%	-0.6%	.	-1.3	4.8%
COc1ccc(/C=N/N=C2/NC(=O)C(CC(=O)O)S2)cc1OCc1ccccc1Cl (stereo not drawn)	-4.1%	-14.0%	-10.3%	50.5%	-24.0%	6.0%	?	-1.9	1.0%
SMILES	GLP1R ag	EPAC1 antag	PTHR1 ag	HEK293 tox	PLK1 PBD block	GLP-1R inv ag	PI5P4K alpha inh	IL-2 act	EPAC1 ag
CC(C)OC(=O)CSc1nc(Cc2ccccc2)nc2ccccc12	15.5%	-10.8%	-33.8%[inhibitor]	4.4%	-4.7%	12.6µM*	20.7	0.1	8.9%
CCCCCCCCOC(=O)/C=C/c1c(C)[nH]c(=O)[nH]c1=O	2.4%	?	i	5.9%	-3.3%	23.2%	-3.2	-1.1	7.2%
CN(CCN1CCOCC1)Cc1nc(-c2ccc3c(c2)OCO3)no1	12.0%	-8.9%	i	2.8%	1.5%	0.3%	3.7	-0.6	2.2%
CCOC(=O)C1CCCN(C(=O)c2ccc3ccccc3c2)CC1 (stereo not drawn)	7.5%	-2.5%	-0.3%	-5.0%	-8.7%	-0.7%	4.6	-0.6	-3.9%
C/C(CC(=O)Nc1cccc(Cl)c1C)=N\NC(=O)C(=O)NCC(C)C	-23.0%	10.5%	-0.8%	-1.2%	-13.0%	?	13.9	-1.3	-8.3%
CC(=O)C1=CCC(c2ccccc2F)N(S(=O)(=O)c2ccc(C)cc2)C1 (stereo not drawn)	3.0%	-0.7%	-40.6%[inhibitor]	-6.3%	-1.4%	-19.4%	-0.2	-0.3	-1.7%
CC(C)CC(CO)N1CCN(C(=O)c2ccc(C(C)(C)C)cc2)CCC1=O (stereo not drawn)	-0.9%	-18.9%	i	-25.3%	-1.0%	-1.2%	3.0	-0.4	-2.8%
C=CCNC(=S)NNC(=O)c1ccc(OCCC)cc1	-3.6%	-7.0%	-18.3%[57.5 µM]	-23.4%	-6.9%	-26.8%	4.1	0.8	-8.1%
CCc1cccc(CC)c1NC(=O)CSc1nnc(C2CC2)n1C	6.5%	-5.3%	-0.2%	9.5%	-6.4%	7.0%	3.1	0.7	1.7%
Cc1cc(C)cc(NC(=O)Nc2cccc(S(N)(=O)=O)c2)c1	5.6%	2.1%	i	13.6%	4.9%	?	-3.8	-1.4	-7.2%
O=C1C2CCCN2C(c2ccccc2)N1c1nccs1 (stereo not drawn)	-9.4%	-9.7%	-15.9%[57.5 µM]	7.7%	-5.1%	6.9%	.	1.8	2.6%
O=C(CN1CCN(C(c2ccccc2)c2ccccc2)CC1)N1N=CCC1c1ccccc1 (stereo not drawn)	8.7%	1.1%	i	-21.2%	-3.5%	11.2µM*	1.1	-3.1	-6.7%
N#C/C(=C(/O)c1ccc2c(c1)OCO2)c1nc2cc(C(F)(F)F)ccc2s1	-3.9%	-23.5%	-30.3%[inhibitor]	-21.5%	?	?	-16.6	-2.0	-4.0%
O=C(COC(=O)c1ccc(S(=O)(=O)N2CCOCC2)cc1)NC1CCCC1	-6.0%	-3.9%	i	12.3%	?	16.1%	-0.7	0.4	5.2%
COc1c(C)cc(Br)cc1C(=O)Nc1ccc(S(N)(=O)=O)cc1	12.3%	1.4%	-8.0%	-15.9%[7.66 µM]	-12.6%	-19.1%[7.66 µM]	-4.0	0.6	-13.3%
CCCNC(=O)C1(C)CCCN(C(=O)c2ccc(F)cc2Cl)C1 (stereo not drawn)	-6.1%	11.5%	i	-4.5%	-5.7%	15.3%	-6.4	-0.7	0.8%
COc1ccc(C(=O)Nc2ccc3[nH]c(-c4cccc(OC)c4)cc(=O)c3c2)cc1	1.1%	-29.4%	1.0%	-27.9%	-9.7%	-26.0%	-5.7	-2.0	5.3%
CCCCOc1ccc(C(=O)N2CCNC(=O)C2)cc1	7.3%	-12.2%	-13.3%	-2.4%	-11.1%	6.4%	0.2	0.3	4.6%

Screening results deposited in PubChem by National Center for Advancing Translational Sciences (NCATS).
